STK33 inh = blocks human STK33 kinase activity; purified STK33, MBP phosphorylation, ADP-Glo luminescence; inhibition, % at 10 µM; 320,000 tested, 0.073% active;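 active = inhibition at or above 25%, using the most active replicate where run in duplicate; inactive = inhibition below 25%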
Target sequence (Q9BYT3 whole entry, looked up): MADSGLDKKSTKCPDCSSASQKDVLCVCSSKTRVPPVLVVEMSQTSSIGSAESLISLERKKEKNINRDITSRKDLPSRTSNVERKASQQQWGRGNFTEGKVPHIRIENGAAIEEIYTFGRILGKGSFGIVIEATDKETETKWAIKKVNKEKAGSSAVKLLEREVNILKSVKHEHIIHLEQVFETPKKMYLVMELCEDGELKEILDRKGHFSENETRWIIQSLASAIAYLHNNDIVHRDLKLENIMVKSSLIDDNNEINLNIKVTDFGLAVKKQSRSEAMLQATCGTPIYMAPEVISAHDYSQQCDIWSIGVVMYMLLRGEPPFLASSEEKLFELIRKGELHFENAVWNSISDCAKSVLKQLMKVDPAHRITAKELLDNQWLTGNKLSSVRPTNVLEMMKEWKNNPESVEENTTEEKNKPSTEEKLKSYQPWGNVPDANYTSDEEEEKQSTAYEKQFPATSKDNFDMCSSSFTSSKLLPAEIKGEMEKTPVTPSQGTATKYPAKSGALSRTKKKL
OX1R FRET antag = blocks the human orexin 1 receptor. inhibition, % at 6.6 µM. OX1R-expressing cells, FRET antagonist read-out. 330,000 tested, 1.8% active. O43613. AID 485270; in the data active = inhibition mostly above about 38%, no sharp cut-off; inactive = mostly below about 40%;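 note: 0% = agonist challenge alone and 100% = reference antagonist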
Target sequence (O43613 whole entry, looked up): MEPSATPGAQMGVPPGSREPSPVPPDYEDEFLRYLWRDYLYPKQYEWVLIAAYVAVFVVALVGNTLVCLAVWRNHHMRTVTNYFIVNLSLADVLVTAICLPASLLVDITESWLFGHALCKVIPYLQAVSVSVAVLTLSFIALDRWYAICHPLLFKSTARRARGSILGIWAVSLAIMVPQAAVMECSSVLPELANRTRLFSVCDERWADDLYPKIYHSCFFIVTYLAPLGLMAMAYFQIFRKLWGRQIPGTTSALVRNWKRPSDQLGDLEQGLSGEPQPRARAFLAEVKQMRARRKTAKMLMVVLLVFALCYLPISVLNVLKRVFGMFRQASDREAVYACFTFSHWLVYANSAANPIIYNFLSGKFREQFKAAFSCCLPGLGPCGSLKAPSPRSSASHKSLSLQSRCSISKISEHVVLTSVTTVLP
Active calls of the source: *; / = no result given.

SMILES | STK33 inh | OX1R FRET antag
CCOc1ccc(N2CC(C(=O)NNC(=O)c3ccc(F)cc3)CC2=O)cc1 (stereo unspecified) | -1.1 | 8.1
Nc1nncn1C(=O)CCCN1C(=O)c2ccccc2C1=O | -0.9 | 17.1
O=C(COc1ccc(Cl)cc1)Nc1ccc2oc(=O)ccc2c1 | -0.8 | 3.6
CCn1c(SCC(=O)Nc2ccc(N(C)C)cc2)nnc1C1CC1 | -2.0 | 30.0
CCC(=O)N1c2ccc(S(=O)(=O)NCCc3ccccc3)cc2CC1C (stereo unspecified) | -1.0 | 16.0
COC(=O)c1c(C)[nH]c(C)c1C(C)=O | -0.6 | 2.8
CCOc1ccc(OCCOC(=O)CNC(=O)c2ccc(Cl)cc2Cl)cc1 | 4.1 | 20.9
O=C(NC1CCCC1)C1CCN(C(=O)c2ccc(Cl)cc2)CC1 | -0.4 | 11.1
CC(OC(=O)CCc1nc2ccccc2c(=O)[nH]1)C(=O)Nc1cccc(C(F)(F)F)c1 (stereo unspecified) | 1.5 | 17.7
C=CCOc1c(CNc2ncn[nH]2)cccc1OC | -3.9 | 13.5
C=CCN(Cc1ccc(Cl)s1)C(=O)c1cc(S(=O)(=O)N2CCOCC2)ccc1F | 0.4 | 8.2
O=C(COc1ccccc1Br)N1CCN(C(=O)c2ccco2)CC1 | -0.8 | 7.0
O=C(CSc1ccc(-c2ccc(Cl)cc2)nn1)NC1CCCC1 | -1.5 | 12.0
COc1ccc(NC(=O)Cc2ccc(Cl)cc2)cc1S(=O)(=O)N1CCCCC1 | / | -3.9
Cn1c(CSCc2ccc(F)cc2)nnc1SCC(=O)Nc1nccs1 | -0.7 | 11.8
O=C(c1cccc(C(=O)N(c2ccccn2)C2CCCCC2)c1)N(c1ccccn1)C1CCCCC1 | -1.0 | 7.9
CCC(C)(C)n1nnnc1CN(Cc1cc2cc(OC)c(OC)cc2[nH]c1=O)C1CCCC1 | 1.6 | 31.1
O=C(NC(=S)NCCc1ccccc1)c1ccccc1 | -4.1 | 28.4
COC(=O)c1ccc(NC(=O)c2c(Br)cnn2C)cc1 | -0.3 | -4.7
COC(=O)c1c(-c2cccc3ccccc23)csc1NC(=O)Cc1ccc(OC)c(OC)c1 | -3.8 | 30.6
CC(C)c1ccc(N2C(=O)CC(Sc3ncn[nH]3)C2=O)cc1 (stereo unspecified) | -1.8 | 2.2
CC(=O)c1c(C)[nH]c(C(=O)OCc2nc3ccsc3c(=O)[nH]2)c1C | -0.5 | 18.9
COc1cc2c(cc1NC(=O)c1cccc(F)c1)CCCC2 | 0.2 | 13.3
CCN(CC)c1ccc(/C=N/N2CCN(Cc3ccccc3Cl)CC2)c(O)c1 | -1.3 | 4.2
COc1ccc(/C=C/C(=O)c2ccncc2)c2ccccc12 | 1.1 | 18.3
COc1ccc(NC(=O)COC(=O)c2ncc(Cl)c(Cl)c2Cl)c(OC)c1 | 0.2 | 4.7
O=C(CCSCc1cccc(Cl)c1)NC1CCCC1 | 0.8 | 4.9
COc1cc(C(=O)Nc2nc3ccc(S(=O)(=O)N4CCOCC4)cc3s2)cc(OC)c1OC | -0.5 | 6.5
Cc1ccc(/C=C2/SC(=S)N(C3CCCCC3)C2=O)o1 | 1.4 | 23.0
COc1cccc(/C=C2\C(=O)N(c3cccc(C)c3)C(=O)c3ccccc32)c1 | 0.2 | 16.9
Cc1ccc2c(c1)C(=O)N1[C@H]3c4ccccc4OC[C@@H]3[C@H](c3ccccc3)[C@]1(C)C(=O)N2 | -0.6 | -0.7
C/C(N)=C(/C#N)C(=O)COC(=O)c1cccc(O)c1 | -2.4 | 7.5
CCCC(=O)Nc1cc(-c2nnc(OC)c3ccccc23)ccc1N1CCOCC1 | 0.1 | 13.1
O=C(c1cc2n(n1)C(C(F)(F)F)CC(c1ccco1)N2)N1CCN(c2ccccn2)CC1 (stereo unspecified) | -0.7 | 10.0
CC1=C(C)[N+](=O)C2CCCCC2N1[O-] (stereo unspecified) | -2.0 | 6.4
Cc1ccc2c(c1)cc(CN(Cc1ccc3c(c1)OCO3)C(=O)c1cnccn1)c1nnnn12 | -1.7 | 10.3
O=C(CCc1ccc(CCC(=O)c2cccs2)s1)c1cccs1 | -0.5 | 31.1
CCCCn1c(C)cc(/C=C(\C#N)C(=O)O)c1C | -1.2 | 20.8
COCCNC(=O)C1CC(=O)N(CCc2ccccc2)C1 (stereo unspecified) | -0.7 | 9.2
NC(=O)CC(NC(=O)Cc1ccc(Cl)cc1)c1ccc(NCc2ccccc2)c([N+](=O)[O-])c1 (stereo unspecified) | -1.3 | 16.1
CN(C)CCCNC(=O)C(=O)NCC1OCCN1S(=O)(=O)c1cc(F)ccc1F (stereo unspecified) | -0.5 | 4.0
COc1ccc(C(C(=O)NC2CCCCC2)N(C(=O)c2cccs2)c2ccc3c(c2)OCO3)cc1 (stereo unspecified) | -2.2 | 3.9
Cn1c(=O)[nH]c(=O)c2c1nc(SCCN1CCOCC1)n2CCCc1ccccc1 | -1.1 | 10.0
O=C(c1ccccc1)N1N=C(c2ccccc2)CC1c1cccs1 (stereo unspecified) | 0.3 | 20.3
CC(C)C(=O)N1CCN(c2ccccc2NC(=O)COc2ccc(C3CCCCC3)cc2)CC1 | -0.8 | /
COc1ccc(Cl)cc1N1C(=O)c2cccnc2C1=O | 0.0 | 7.5
O=[N+]([O-])c1ccc2[nH]c3c(c2c1)CCCC3O (stereo unspecified) | 1.2 | 7.5
CCn1nc(C)c(C(=O)Nc2cc(Oc3ccc(Cl)cc3)cc([N+](=O)[O-])c2)c1C | -5.6 | 16.0
O=C(COc1ccccc1[N+](=O)[O-])N1CCC(Cc2ccccc2)CC1 | -0.5 | 9.0
COc1cccc(NC(=O)Nc2nccc(C)n2)c1 | -1.6 | 8.7

Compound profiles, as listed above. Order of screens: STK33 inh | OX1R FRET antag
CC(C)C(=O)N1CCN(c2ccccc2NC(=O)COc2ccc(C3CCCCC3)cc2)CC1 is entered as -0.8 | /
COc1ccc(C(C(=O)NC2CCCCC2)N(C(=O)c2cccs2)c2ccc3c(c2)OCO3)cc1 (stereo unspecified) is entered as -2.2 | 3.9
O=[N+]([O-])c1ccc2[nH]c3c(c2c1)CCCC3O (stereo unspecified) is entered as 1.2 | 7.5
COc1ccc(Cl)cc1N1C(=O)c2cccnc2C1=O is entered as 0.0 | 7.5
O=C(c1ccccc1)N1N=C(c2ccccc2)CC1c1cccs1 (stereo unspecified) is entered as 0.3 | 20.3

More structures:
SMILES | STK33 inh | OX1R FRET antag
CCN(CC)CCNC(=O)c1cc2cc3ccc(OC)cc3nc2o1 | 1.1 | 25.7
COc1ccc(C(CNC(=O)Cc2ccccc2Cl)N2CCCCC2)cc1 (stereo unspecified) | 0.5 | 9.4
O=C(CCC(=O)N1CCN(c2ccccc2F)CC1)c1ccc(F)cc1 | -1.9 | 14.6
O=c1cnnc(Nc2ccc(F)cc2)[nH]1 | 1.8 | 17.1
Cc1cccc(C)c1-n1c(SCC(=O)NCc2ccco2)nc2ccccc2c1=O | / | 38.6
Cc1cccc(OCc2nnc(SCC(=O)Nc3ncc(C)s3)o2)c1 | -0.7 | 18.9
COc1cccc(NC(=O)Nc2cc(C(=O)NC(C)C)ccc2N2CC3CC(C2)c2cccc(=O)n2C3)c1 (stereo unspecified) | 1.5 | 0.5
O=C(CSc1nc2c(c(=O)n1-c1ccc(Cl)cc1)SCC2)NCc1ccco1 | -0.8 | 16.6
O=C(CN1C(=O)CCC1=O)Nc1nc(-c2nc3ccccc3s2)cs1 | 3.3 | 3.1
CN(C)S(=O)(=O)c1ccc2c(c1)c(=O)c(C(=O)N1CCN(c3ccccn3)CC1)cn2C | -3.5 | 9.6
O=C(O)CC1Sc2nnc(COc3ccc(Cl)cc3)n2N=C1c1ccccc1 (stereo unspecified) | -1.5 | 17.6
COc1cc(C(=O)Nc2ccccc2N2CCCCC2)cc(OC)c1OC | -2.0 | 0.4
CCn1c(-c2ccccc2)ccc(C#N)c1=O | -2.3 | 12.6
CC(C)NC(=O)N(C)C[C@H]1Oc2c(NC(=O)C3CC3)cccc2C(=O)N([C@H](C)CO)C[C@@H]1C | -0.1 | 5.4
CCN(CC)Cc1nc2c(c(=O)[nH]1)C1(CCCCC1)Cc1ccccc1-2 | -1.4 | 3.6
CCOC(=O)c1ccc(CNC(=O)Cn2nnc(-c3ccc(C)cc3)n2)o1 | -2.2 | 23.5
O=C(O)c1ccc(CNCc2cccc(Cl)c2Cl)cc1 | / | 16.6
CC(=O)N1CCN(C(=S)NC(=O)C23CC4CC(CC(C4)C2)C3)CC1 | -0.9 | 5.6
NC(=O)c1ccc(NC(=O)CSc2cn(CC(=O)N3CCOCC3)c3ccccc23)cc1 | 0.9 | 1.1
CC(C)OCCCN1C(=O)c2[nH]nc(-c3ccccc3O)c2C1c1cccc(Cl)c1 (stereo unspecified) | 1.3 | 15.4
COc1ccc(NC(=O)CSc2nnnn2C2CC3C=CC2C3)cc1 (stereo unspecified) | -4.2 | 12.5
COc1cc(-c2nc3ccccc3s2)ccc1O | 3.6 | 20.9
c1cncc(COC2CCCN(Cc3nc(-c4cccs4)no3)C2)c1 (stereo unspecified) | -1.3 | 5.2
COC(=O)c1cc(C)sc1NC(=O)CCc1ccccc1 | -6.0 | -3.5
CCOC(=O)c1c(NC(=O)CN2C(=O)NC(C)(c3ccc(OC(F)F)cc3)C2=O)sc(C)c1C (stereo unspecified) | -0.4 | -4.8
C=CCN1C(=O)/C(=C2/Sc3ccc(OC)cc3N2C)SC1=Nc1ccccc1 | -1.9 | 3.0
O=C(Nc1ccc(C(=O)N2CCOCC2)cc1)c1cc(-c2cccnc2)nc2ccc(Cl)cc12 | -0.2 | 3.0
CN(Cc1ccc(F)cc1)S(=O)(=O)c1nnc(NC(=O)c2ccccc2Br)s1 | -0.2 | 25.6
Cc1ccc(Oc2ccccc2NC(=O)CN2C(=O)NC3(CCCC3)C2=O)cc1 | -0.3 | 11.0
CCOc1ccccc1C1CC(=O)Nc2cc3c(cc21)OCO3 (stereo unspecified) | 1.0 | 10.5
COc1ccc(-c2nc(CS(=O)(=O)CC(=O)NCCc3cc(OC)ccc3OC)c(C)o2)cc1 | -0.6 | 20.3
O=C(Nc1ccc2oc(-c3ccccc3F)nc2c1)c1ccc([N+](=O)[O-])o1 | -2.1 | /
COCC(C)n1c(SCC(=O)N2CC(=O)Nc3ccccc32)nc2ccccc2c1=O (stereo unspecified) | 1.0 | 2.5
CCN(C(=O)CSc1nnc(-c2ccncc2)n1Cc1ccccc1)C1CCS(=O)(=O)C1 (stereo unspecified) | -1.2 | 4.7
Cn1c(SCC(=O)N2c3ccccc3Sc3ccccc32)nc2ccccc21 | -0.7 | 62.4
CC(C)(C)C(=O)NCCN1C(=O)S/C(=C\c2ccc([N+](=O)[O-])cc2)C1=O | / | 46.9
O=c1oc2cc(O)ccc2cc1-c1nc2c(s1)CCc1ccccc1-2 | 0.0 | 16.7
COc1ccc(/C=C/CN2CCCC(C(=O)c3ccc(OC)c(F)c3)C2)cc1 (stereo unspecified) | -0.9 | 21.9
CCN(CCO)c1ncnc2c1sc1nc(C(C)C)c3c(c12)CC(C)(C)OC3 | -1.8 | 16.8
Oc1c(C(c2ccccn2)N2CCOCC2)ccc2cccnc12 (stereo unspecified) | -2.4 | 13.2
O=C(CSc1nnc(-c2ccccc2)n1CC1CCCO1)N1CCCC1 (stereo unspecified) | -0.4 | 19.2
CCc1nn(CC(=O)NCCc2ccc(OC)cc2OC)c(=O)c2cc3occc3n12 | -0.3 | -4.1
CCC(C)(C)n1nnnc1C(c1ccccc1)N1CCN(C2CCCC2)CC1 (stereo unspecified) | 2.6 | 8.1
COc1ccccc1N1CCN(CC(=O)c2ccc3ccn(C(C)=O)c3c2)CC1 | -0.5 | 7.1
O=C(OCC(=O)N1CCCC1)c1cc(F)c(F)cc1Cl | 0.8 | 29.9
Cc1cc2cc(C)c3nnc(SCC(=O)Nc4ccc(S(=O)(=O)N5CCCCC5C)cc4)n3c2cc1C (stereo unspecified) | -1.3 | 17.2
CN(C)S(=O)(=O)c1ccc(C(=O)Nc2ccn(C)n2)cc1 | -0.1 | 10.9
Cc1cccn2c(=O)nc(SCC(=O)Nc3cccc4ccccc34)nc12 | -1.1 | 24.7
CCCn1c(C)cc(C(=O)CN2C(=O)c3cccc(N)c3C2=O)c1C | 0.4 | 16.8
CC1CCN(Cc2c(C(=O)N/N=C/c3ccc(C(C)C)cc3)nnn2-c2nonc2N)CC1 | -1.6 | 22.7
(next part)
SMILES | STK33 inh | OX1R FRET antag
COc1ccc(OC)c(N(C(=O)c2snc(C(N)=O)c2N)C(C(=O)NCC2CCCO2)c2ccc3ncccc3c2)c1 (stereo unspecified) | -0.6 | 14.9
CCOc1ccc(NC(=O)c2cc(S(=O)(=O)N3CCOCC3)cn2C)cc1 | 3.2 | 8.7
O=C(c1ccc(Cl)s1)N1CCN(c2ncccn2)CC1 | -0.4 | 11.8
C=CCNc1ncnc2c1[nH]c1ccc(Cl)cc12 | 4.9 | 25.5
COc1cc(/C=N/NC(=O)c2c(-c3ccccc3)noc2C)ccc1O | 3.2 | 23.9
CCOC(=O)N1CCN(C(=O)c2ccc3c(SCC(=O)O)c4c(nc3c2)CCCC4)CC1 | -0.1 | 1.6
Cc1ccc(NC(=O)c2ccc(S(=O)(=O)N3CCC(C)CC3)cc2)cc1 | -0.6 | 6.1
CCc1nnc(SCc2ccc(OC(C)C)cc2)n1N | -1.9 | 9.8
Cc1cccc(NC(=O)NC(=S)NC(=O)c2ccccc2)c1 | 1.3 | 39.1
O=C(c1cnn(Cc2ccccc2)c1)N1CCN(S(=O)(=O)/C=C/c2ccccc2)CC1 | 0.3 | -1.0

A different layout for some results above:
Screens in order – STK33 inh | OX1R FRET antag
CCOC(=O)N1CCN(C(=O)c2ccc3c(SCC(=O)O)c4c(nc3c2)CCCC4)CC1
    -0.1 | 1.6
Cc1ccc(NC(=O)c2ccc(S(=O)(=O)N3CCC(C)CC3)cc2)cc1
    -0.6 | 6.1
CCc1nnc(SCc2ccc(OC(C)C)cc2)n1N
    -1.9 | 9.8
Cc1cccc(NC(=O)NC(=S)NC(=O)c2ccccc2)c1
    1.3 | 39.1
O=C(c1cnn(Cc2ccccc2)c1)N1CCN(S(=O)(=O)/C=C/c2ccccc2)CC1
    0.3 | -1.0

High-throughput results from PubChem.
